NPY2 pot ag – NPY-Y2 potentiators or agonists, primary screen, cell-based; cells expressing NPY-Y2, potentiator/agonist read-out; activation, % at 3.6 µM; actives 0.45% (n = 220,000); AID 1359, 2008; in the data active means activation above about 27%;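 further: cells stimulated with NPY near EC25 plus isoproterenol at EC100; 0% = vehicle plus submaximal agonist and 100% = vehicle plus saturating agonist; some results beyond the cut were filed as inactive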
Runt-SMMHC FRET – inhibitors of RUNX1 Runt–CBFb-SMMHC binding, primary screen, biochemical, FRET, Cerulean-Runt, Venus-CBFb-SMMHC, uHTS. Cerulean-Runt/Venus-CBFb-SMMHC FRET ratio 530/480, 1 h. inhibition, % at 20 µM. actives 0.74% (n = 220,000);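 active means mean inhibition across duplicate retests at 20 µM reaching about 50%, limit read from the data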;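 further: 0% = DMSO wells and 100% = wells with excess untagged CBFb-SMMHC; inhibitors lower the FRET ratio by blocking Runt binding to CBFb-SMMHC; some results filed as inactive read as strong as hits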
NPY Y1 blocker – NPY-Y1 receptor antagonists, primary screen, cell-based. AID 1040, 2008. Neuropeptide Y receptor type 1 (Homo sapiens), P25929. HEK293-CNG Y1 cells, membrane potential fluorescence; NPY at EC95, then isoproterenol. actives 1% (n = 200,000). inhibition, % at 3.6 µM;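 active means inhibition above the campaign mean inhibition of all tested compounds plus 3 SD, cut at about 20% in these data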;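 further: 0% = DMSO wells given NPY plus isoproterenol and 100% = isoproterenol alone without NPY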
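Material: HEK293 Y1/CNG channel cell line | Also added: NPY (25 nM), isoproterenol (1 µM), Ro 20-1724 (25 µM) | Compound: One concentration, 3.6 µM, in 0.4% DMSO | Schedule: 3 h dye uptake, 1 h room-temperature compound, 45 min post-isoproterenol | Signal: Membrane-potential fluorescent dye readout | Read-out: % inhibition of NPY effect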
NPY-Y1 PAM-ag – NPY-Y1 receptor potentiators or agonists, primary screen, cell-based; Neuropeptide Y receptor type 1 (Homo sapiens), P25929; NPY-Y1 expressing cells, potentiator/agonist activation; activation, % at 3.6 µM; actives 0.37% (n = 220,000); AID 1304, 2008; in the data active means activation above about 33%, passing the limit was not always enough;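 further: cells stimulated with NPY at EC10 then isoproterenol at EC100; 0% = low agonist plus stimulus and 100% = saturating agonist plus stimulus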
RBBP9 inhibitor – human RBBP9 inhibitors, primary screen, biochemical, fluorescence polarization, FP-Rh probe, HTS | recombinant RBBP9 | actives 0.2% (n = 220,000) | Serine hydrolase RBBP9 (Homo sapiens), O75884 | inhibition, % at 7.94 µM;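 active means inhibition above the campaign mean of all tested compounds plus 3 SD, cut at about 14% in these data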;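 further: plate controls were DMSO wells with RBBP9 for no effect and wells lacking RBBP9 protein for full effect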
Target sequence (O75884 whole entry, looked up): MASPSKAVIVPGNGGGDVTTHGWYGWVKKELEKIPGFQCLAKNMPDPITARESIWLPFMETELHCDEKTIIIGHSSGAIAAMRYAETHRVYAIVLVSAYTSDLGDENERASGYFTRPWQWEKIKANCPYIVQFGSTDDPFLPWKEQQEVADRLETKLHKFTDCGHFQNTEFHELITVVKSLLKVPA
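system = RBBP9 protein | input = RBBP9 at 2.5 µM in dispensed solution, before mixing | measured by = fluorescence polarization (mP), excitation 525 nm, emission 598 nm | incubation = enzyme-compound preincubation 30 min, then probe labeling 45 min, 25 °C | buffer or medium = Tris-NaCl-Pluronic buffer, pH 8.0 | compound = single dose 7.94 µM | also added = FP-Rh probe, 375 nM dispensing solution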
MDM2 E3 inh – MDM2-luciferase reporter signal enhancers, primary screen, MDM2 E3 ligase inhibitor project, cell-based, luminescence, 1536-well; AID 1230, 2008; E3 ubiquitin-protein ligase Mdm2 (Homo sapiens), Q00987; signal enhancement, % at 5 µM; cell-based MDM2 ubiquitination luciferase reporter, 2 h; 0 = plate control, 100 = twice control, blank-subtracted; actives 0.11% (n = 210,000);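 active means signal enhancement of 30% or more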;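 further: luminescence tracks abundance of the self-degrading MDM2-luciferase fusion protein; higher signal means inhibition of MDM2 E3 ligase activity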
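system = mammalian cells stably expressing self-ubiquitinating, self-degrading MDM2 E3–luciferase fusion | quantity = 2000 cells per well seeded | incubation = 4 h cell settling then 2 h compound exposure, 37 °C | signal = SteadyLite luminescence, 15 min reagent step | benchmarks = plate control and blank wells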
Runt-CBFb FRET – inhibitors of RUNX1 Runt–CBFb binding, primary screen, biochemical, FRET, Cerulean-Runt, Venus-CBFb, uHTS. actives 0.46% (n = 220,000). Cerulean-Runt/Venus-CBFb FRET ratio 530/480, 1 h. inhibition, % at 20 µM;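 active means inhibition over about 50% at 20 µM in the single-dose screen, limit read from the data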;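 further: 0% = DMSO wells and 100% = excess unlabeled CBFb competitor control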
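Doses: 20 µM compound in 1% DMSO | Material: Cerulean-labeled Runt domain protein | Amount: Each fluorescent fusion protein 100 nM | Schedule: Two 1 h room-temperature incubations shielded from light | Measured by: FRET fluorescence | Evaluation: Loss of energy transfer signal | Controls: Unlabeled CBFb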
Hck Nef HTS – inhibitors of Nef-activated human Hck kinase, primary screen, biochemical, Z-Lyte FRET, 384-well, Hck-YEEI; Tyrosine-protein kinase HCK (Homo sapiens), P08631; Recombinant Hck-YEEI plus Nef, Z-Lyte FRET kinase assay; inhibition, % at 20 µM; actives 0.68% (n = 220,000); AID 463187, 2010;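 active means Hck-Nef kinase inhibition above about 50%, limit read from the data; inactive means inhibition below that limit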;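 further: 0% = DMSO with Hck plus Nef and 100% = Hck alone without Nef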
p97 ATPase inh – inhibitors of human p97 ATPase, primary screen, biochemical. recombinant p97 ATPase, Kinase-Glo ATP luminescence, 3 h. inhibition, % at 8 µM. actives 0.42% (n = 220,000). AID 1481, 2009; in the data active means inhibition above about 15%;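 further: 0% = DMSO vehicle and 100% = wells lacking enzyme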
Target sequence (P55072 whole entry, looked up): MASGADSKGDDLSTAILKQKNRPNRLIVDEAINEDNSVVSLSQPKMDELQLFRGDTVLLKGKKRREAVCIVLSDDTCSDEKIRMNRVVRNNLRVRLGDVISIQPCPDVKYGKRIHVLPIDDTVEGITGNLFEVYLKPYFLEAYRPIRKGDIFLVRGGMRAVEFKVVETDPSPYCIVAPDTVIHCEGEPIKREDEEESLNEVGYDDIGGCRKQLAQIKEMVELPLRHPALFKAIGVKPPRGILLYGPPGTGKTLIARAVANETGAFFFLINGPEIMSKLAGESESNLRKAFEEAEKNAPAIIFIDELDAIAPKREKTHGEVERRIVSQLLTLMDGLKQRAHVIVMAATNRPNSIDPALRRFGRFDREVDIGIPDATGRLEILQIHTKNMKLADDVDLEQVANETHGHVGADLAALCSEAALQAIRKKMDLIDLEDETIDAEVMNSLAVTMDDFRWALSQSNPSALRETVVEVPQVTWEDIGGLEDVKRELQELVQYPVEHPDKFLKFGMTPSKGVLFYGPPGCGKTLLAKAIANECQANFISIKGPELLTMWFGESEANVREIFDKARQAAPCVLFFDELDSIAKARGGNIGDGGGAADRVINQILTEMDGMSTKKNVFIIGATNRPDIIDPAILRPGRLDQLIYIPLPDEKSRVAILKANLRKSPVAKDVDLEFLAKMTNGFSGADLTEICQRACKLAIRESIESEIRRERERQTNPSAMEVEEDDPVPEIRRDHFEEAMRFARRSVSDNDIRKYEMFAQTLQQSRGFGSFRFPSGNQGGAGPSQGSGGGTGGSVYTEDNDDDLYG
Numbers without * were called inactive; · = not tested or not shown.

SMILES | NPY2 pot ag | Runt-SMMHC FRET | NPY Y1 blocker | NPY-Y1 PAM-ag | RBBP9 inhibitor | MDM2 E3 inh | Runt-CBFb FRET | Hck Nef HTS | p97 ATPase inh
Cc1cc(-c2ccccc2)nc(N(C)NC(=O)C2CC2)c1S(C)(=O)=O | 8 | -2 | -1 | 15 | -3 | 1 | 1 | 19 | 4
COc1ccc(CNc2nc(SC)n[nH]2)cc1OC | 2 | 1 | -1 | -9 | 4 | -1 | 0 | -11 | -6
COc1ccc(C(C)N2CC34C=CC(O3)C(C(=O)O)C4C2=O)cc1 (configuration not stated) | 7 | -1 | 6 | 14 | -5 | 5 | -1 | -1 | 4
CC(C)NS(=O)(=O)c1ccc(NC(=O)C2CCCCC2)cc1 | 11 | 6 | 1 | -18 | 5 | -9 | 0 | -4 | 1
Cn1ncc(Cl)c1C(=O)Nc1sc2c(c1C(N)=O)CCC2 | 15 | 6 | -6 | -12 | -4 | -4 | 2 | 4 | 3
CCOC(=O)c1cc(C#N)c(SC)nc1-c1ccccc1 | -15 | -8 | 9 | 4 | 6 | -22 | -4 | 1 | 1
NC(=O)NNc1ncc(C(F)(F)F)cc1Cl | -4 | -1 | 0 | 0 | -10 | -3 | 1 | 25 | 0
Cc1sc2nc(Cc3ccccc3)[nH]c(=O)c2c1-c1ccccc1 | 8 | -6 | 1 | 3 | -11 | 6 | -1 | 3 | 4
O=C(NCCCl)NNC(=O)c1cc2ccccc2cc1O | -8 | -54 | · | 3 | -10 | 1 | -13 | -9 | 0
O=C(CCn1ccnc1)Nc1nc2ccccc2[nH]1 | -11 | 0 | 0 | 2 | -6 | -9 | -1 | -1 | 6
CC(=O)Nc1sc(C)c(C)c1CN1CCN(Cc2ccccc2)CC1 | -2 | -1 | 1 | 5 | -10 | -3 | 1 | 3 | -1
Cc1nnc(SCC(=O)NC23CC4CC(CC(C4)C2)C3)s1 | -3 | -18 | 6 | 1 | -5 | -7 | 0 | 1 | 0
O=C1NC(=S)N(C(=O)c2ccc(F)cc2)/C1=C/c1cccnc1 | 0 | 0 | · | 0 | -11 | -11 | -1 | 16 | 6
CCCCCOc1ccc(CSC(=N)N)cc1[N+](=O)[O-] | -1 | -2 | 7 | 15 | -9 | -11 | 0 | 0 | -8
Cn1/c(=N/NC(=O)c2ccccc2Br)sc2ccccc21 | 10 | -1 | 2 | -18 | -13 | -39 | -1 | -30 | -3
Cn1nnnc1SCC(=O)Nc1cccc(S(=O)(=O)N2CCCC2)c1 | 15 | -2 | 4 | 6 | -3 | -7 | 0 | -6 | 4
CCN(CC)CC#CCC(C)(c1ccccc1)c1ccccc1 | -26 | -4 | 12 | -54 | 7 | -15 | -2 | -1 | -4
O=C(/C=C/Nc1ccc(S(=O)(=O)Nc2ncccn2)cc1)c1ccc(Cl)c(Cl)c1 | -8 | 26 | -3 | 5 | -11 | -6 | 6 | 2 | -1
COc1ccccc1NS(=O)(=O)c1ccc(OC)c([N+](=O)[O-])c1 | 10 | 1 | 0 | -2 | -2 | -13 | 1 | 3 | 4
O=C(COC(=O)C(O)C(O)C(=O)OCC(=O)c1ccc(C(F)(F)F)cc1)c1ccc(C(F)(F)F)cc1 (configuration not stated) | 8 | -3 | · | 15 | -6 | -5 | -1 | 14 | 7
Cc1c(Br)cc(C(=O)NCc2ccco2)c(C)c1C | -10 | 4 | 2 | -10 | -7 | -23 | 16 | -9 | -3
Nc1c(C(=O)Nc2ccccc2)sc2nc3c(c(-c4ccco4)c12)CCCC3 | -16 | -9 | 6 | -50 | -3 | -13 | 6 | -2 | -3
CCOc1cc(NC(=S)NCC2CCCO2)c(OCC)cc1NC(=O)C1CC1 (configuration not stated) | -9 | -1 | 3 | 4 | -6 | -30 | 2 | 11 | -1
CCCc1nnc2c(N(C)S(=O)(=O)c3ccccc3)nc3ccccc3n12 | -5 | -1 | 0 | 8 | 4 | -7 | -5 | 2 | 6
Cc1ccccc1C1CCCN(Cc2nc(CC3CC3)no2)C1 (configuration not stated) | -4 | 2 | 8 | 4 | 2 | 17 | -2 | 19 | -1

In another format: 2 of the compounds above.
Screens in order: NPY2 pot ag	Runt-SMMHC FRET	NPY Y1 blocker	NPY-Y1 PAM-ag	RBBP9 inhibitor	MDM2 E3 inh	Runt-CBFb FRET	Hck Nef HTS	p97 ATPase inh
Cc1cc(-c2ccccc2)nc(N(C)NC(=O)C2CC2)c1S(C)(=O)=O
→ 8	-2	-1	15	-3	1	1	19	4
COc1ccc(CNc2nc(SC)n[nH]2)cc1OC
→ 2	1	-1	-9	4	-1	0	-11	-6

(list continues)
SMILES | NPY2 pot ag | Runt-SMMHC FRET | NPY Y1 blocker | NPY-Y1 PAM-ag | RBBP9 inhibitor | MDM2 E3 inh | Runt-CBFb FRET | Hck Nef HTS | p97 ATPase inh
c1ccc(CSc2ccc(-c3cccnc3)nn2)nc1 | 0 | 2 | 3 | -14 | -13 | -6 | -1 | 14 | 0
CC(C)C(C(=O)OCC(=O)c1ccccc1)N1C(=O)C2C3C=CC(C3)C2C1=O (configuration not stated) | -1 | -3 | -1 | 9 | 0 | -7 | -2 | -7 | 0
Cc1onc(NC(=O)c2ccc(Cl)cc2Cl)c1Br | -2 | -4 | -1 | -8 | -12 | -11 | 2 | 19 | 1
CC(=O)Oc1ccc(C(=O)[C@H]2[C@H]3C(=O)N(c4ccc(C)cc4C)C(=O)[C@H]3[C@@H]3C=CC=NN32)cc1 | -19 | -4 | · | 6 | -6 | -21 | 3 | 8 | 4
Cc1cc(C)nc(SCc2ccc([N+](=O)[O-])cc2)n1 | 7 | 0 | 3 | -11 | -12 | -1 | -3 | 17 | 3
CCOc1cc(NC(=O)c2ccco2)c(OCC)cc1NC(=O)COc1ccccc1C | -11 | · | 12 | -17 | -8 | · | · | 39 | 1
Nc1nc(Sc2ccc([N+](=O)[O-])cc2[N+](=O)[O-])n[nH]1 | 17 | -1 | · | -1 | -4 | -6 | 4 | 5 | -3
CN(CC(=O)Nn1cnnc1)S(=O)(=O)c1ccccc1 | 2 | -6 | 2 | 15 | -4 | -4 | 0 | 4 | 2
O=C(Nc1ccc2c(c1)OCCO2)c1ccc(Br)s1 | 2 | 4 | 7 | 0 | -5 | -37 | -4 | 4 | 0
COc1ccc(-c2cc(CCCC(=O)N3CCN(c4ccc(OC)cc4)CC3)no2)cc1 | -5 | -6 | 5 | -3 | -1 | -20 | 0 | 2 | 2
COCCn1c(=NC(=O)c2sc3ccccc3c2Cl)sc2cc(S(N)(=O)=O)ccc21 | 4 | -13 | 9 | -8 | -19 | -11 | -7 | 2 | -2
COc1ccc(CCNC(=O)C2(C)CCC(=O)N2CCC(C)C)cc1OC (configuration not stated) | -8 | 1 | 0 | -1 | 5 | -16 | · | 7 | 6
Cc1ccc(S(=O)(=O)c2nc(-c3ccco3)oc2NCC2CCCO2)cc1 (configuration not stated) | 8 | -3 | 3 | -13 | -3 | -9 | -2 | 3 | 5
Cc1cc(Cl)ccc1OCCCC(=O)NC1CCN(C)CC1 | -6 | 0 | 0 | 0 | -2 | -26 | -1 | -4 | 6
CCCCOc1ccc(CSCCNC(=S)Nc2ccccc2)cc1 | 12 | 0 | 2 | -14 | -11 | -12 | -3 | 2 | -1
c1ccc(COc2ccc(CNn3cnnc3)cc2)cc1 | -2 | -4 | -10 | 16 | -11 | -3 | 1 | 0 | -5
CCC(=O)Nc1nnc(SCc2ccccc2F)s1 | -1 | -1 | 4 | -3 | -3 | -7 | -2 | 21 | -2
O=C(O)CCc1ccc(-c2ccccc2)n1Cc1ccco1 | -11 | -1 | 10 | 9 | 2 | -21 | 14 | 11 | 2
CN(CCc1ccccn1)C(=O)c1ccc(OC(F)(F)F)cc1 | 1 | -3 | 6 | -6 | -9 | 1 | 0 | 15 | -2
CCOC(=O)CC(NCc1ccc(OC)c(OCC)c1)c1ccc(C)cc1 (configuration not stated) | -3 | 2 | 1 | -2 | -1 | 1 | 0 | 6 | 0
O=C(CN1CCN(Cc2ccc(Cl)cc2)CC1)N/N=C/c1ccccc1F | -11 | -2 | · | -34 | 7 | -12 | 1 | 10 | 1
Cc1ccc2cc(CN(Cc3ccco3)C(=O)c3ccccc3)c(=O)[nH]c2c1C | -2 | 8 | -2 | -4 | -7 | -2 | 5 | 3 | -5
CCCOc1ccc(N2C(=O)CC(N(Cc3ccco3)C(C)=O)C2=O)cc1 (configuration not stated) | 13 | 2 | 0 | -4 | -3 | -1 | 0 | 21 | 1
COc1ccc(N(Cc2cc3ccc(C)cc3[nH]c2=O)C(=O)c2ccco2)cc1 | -2 | 7 | 0 | 18 | 5 | 8 | 13 | 0 | 4
CCOC(=O)c1cccc(NC(=O)C2CCCN(S(=O)(=O)c3c(C)nn(C)c3C)C2)c1 (configuration not stated) | -13 | 0 | 2 | -3 | 1 | -9 | 1 | 0 | 0

The list continues.
SMILES | NPY2 pot ag | Runt-SMMHC FRET | NPY Y1 blocker | NPY-Y1 PAM-ag | RBBP9 inhibitor | MDM2 E3 inh | Runt-CBFb FRET | Hck Nef HTS | p97 ATPase inh
NC(=O)c1cc2cc(Cc3ccccc3Cl)ccc2oc1=O | 15 | 1 | -2 | 11 | -6 | -4 | -1 | 22 | 6
Cc1cccc(NC(=O)CSc2nnc(-c3ccco3)c(-c3ccco3)n2)c1C | -15 | 10 | 1 | 6 | 0 | -11 | 10 | 2 | 7
Cc1cc(=O)[nH]c(-c2cccnc2)n1 | -5 | -5 | -1 | -1 | -6 | 8 | -1 | 21 | 7
C=CCOC(=O)C1=C(C)NC(SCC(=O)OCC)=C(C#N)C1c1ccc(C)cc1 (configuration not stated) | 1 | -5 | 12 | -5 | 0 | -7 | -3 | 3 | -4
NC(=O)C1(N2CCCCC2)CCN(Cc2ccccc2Cl)CC1 | 0 | 0 | -1 | 20 | -5 | 0 | -1 | -5 | -1
O=C(O)c1cc(S(=O)(=O)N2CCCCC2)sc1Cl | 11 | 1 | -6 | 27 | -3 | 3 | 0 | 1 | 7

From PubChem
